Screens (PubChem)
Diaphorase act: diaphorase activation or chemical reduction counter-screen; Diaphorase/resazurin coupled assay, resorufin fluorescence, 16 min; stronger effect = higher value; 1 = vehicle wells, 0 = NADH-free wells; activation factor at 20 µM; 0.005% of 190,000 active; AID 1229;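 active = diaphorase activity raised at least twofold by the compound at 20 µM; inactive = activation factor below 2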
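Material: purified diaphorase enzyme from Clostridium kluyveri; Also added: 0.114 mM NADH and 0.1 mM resazurin, final amounts; Doses: single compound dose of 20 µM, 1% DMSO final; Times: 16 min enzyme reaction, ambient temperature; Detection: resorufin fluorescence, excitation 544 nm, emission 590 nm; Measure: increased resorufin signal from activators or reducing compounds.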
Redox H2O2 prof: compounds producing H2O2 with reducing agent – biochemical, NIH compound library profiling, artefact control for MLSCN library redox annotation, primary screen; 0.03% of 200,000 active; DTT-dependent redox cycling H2O2, phenol red/HRP absorbance; 100% = 100 µM peroxide control, 0% = buffer; activation, % at 10 µM;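 active = activation of at least 50% relative to the plate's high and low controls in the primary single-dose screen; inactive = activation below 50%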;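 note: compound incubated with DTT at 0.8 mM final as the reducing agent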
S1P3 antagonist: blocks the human S1P3 receptor. Q99500. CHO S1P3 NFAT-BLA reporter, FRET fluorescence, antagonist mode. inhibition, % at 4.98 µM. 0.27% of 170,000 active. AID 485;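 active = inhibition above the plate cutoff, the mean inhibition of test wells on that plate plus 3 SD, cut at about 28% in these data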;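 note: cells challenged with S1P at its EC80 of 0.8 µM; blue over green emission ratio from cleaved BLA substrate after 4 h stimulation; 0% = S1P-stimulated wells and 100% = unstimulated DMSO-only wells; some compounds past the cut are filed as inactive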
RAM inhibit: inhibitors of the yeast RAM network; S. cerevisiae dse1pr::URA3 reporter, 5-FOA growth OD615, 2 d; analog-sensitive cbk1-as2 kinase mutant strain; inhibition, % at 50 µM; 1.8% of 190,000 active;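 active = inhibition above a set limit, 3 SD over mean compound inhibition, cut at about 8.4% in these data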;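 note: 0% = DMSO-only wells with no growth and 100% = 10 µM 1-NA-PP1 full growth; inhibition rescues growth on 5-FOA so higher OD means more RAM inhibition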
PMI act: increases human mannose-6-phosphate isomerase activity; P34949; purified human PMI, coupled resazurin fluorescence, 20 min; stronger effect = higher value; 1 = vehicle control, 0 substrate-free wells; activation factor at 20 µM; 0.005% of 190,000 active; AID 1214;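 active = activation factor of 2 or more at 20 µM, relative to plate controls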
Lmaj promast: inhibitors of Leishmania major promastigote growth; Leishmania major promastigotes, resazurin fluorescence viability; inhibition, % at 10 µM; 9% of 200,000 active; AID 1063;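 note: promastigotes grown with compound for 44 hours at 28 °C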
PMI act satM6P: activators of human phosphomannose isomerase at near-saturating mannose 6-phosphate | coupled PMI enzyme assay, resazurin fluorescence, 20 min; stronger effect = higher value; 1 = untreated enzyme, 0 = substrate-free blank | activation factor at 20 µM | 0.34% of 190,000 active | AID 1216;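 active = activation factor of 2 or more at 20 µM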
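Test system: Human PMI in coupled enzyme assay | Input: 15 ng/mL PMI | Medium: HEPES-buffered pH 7.4 with magnesium and detergent | Compound: One concentration, 20 µM, in 1% DMSO | Incubation: Enzyme reaction with compound 20 min at room temperature | Detection: Diaphorase-driven resazurin-to-resorufin fluorescence, excitation 544, emission 590 nm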
TLR4-MyD88 BLA: TLR4-MyD88 interaction inhibition in cells; O00206+Q99836; HeLa CL3-4 TLR4/MyD88 BLA complementation, FRET ratio; inhibition, % at 8.4 µM; 0.18% of 200,000 active; in the data active = inhibition above about 25%;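 note: 0% = vehicle and 100% = reference inhibitor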
Target sequence (O00206 whole entry, looked up): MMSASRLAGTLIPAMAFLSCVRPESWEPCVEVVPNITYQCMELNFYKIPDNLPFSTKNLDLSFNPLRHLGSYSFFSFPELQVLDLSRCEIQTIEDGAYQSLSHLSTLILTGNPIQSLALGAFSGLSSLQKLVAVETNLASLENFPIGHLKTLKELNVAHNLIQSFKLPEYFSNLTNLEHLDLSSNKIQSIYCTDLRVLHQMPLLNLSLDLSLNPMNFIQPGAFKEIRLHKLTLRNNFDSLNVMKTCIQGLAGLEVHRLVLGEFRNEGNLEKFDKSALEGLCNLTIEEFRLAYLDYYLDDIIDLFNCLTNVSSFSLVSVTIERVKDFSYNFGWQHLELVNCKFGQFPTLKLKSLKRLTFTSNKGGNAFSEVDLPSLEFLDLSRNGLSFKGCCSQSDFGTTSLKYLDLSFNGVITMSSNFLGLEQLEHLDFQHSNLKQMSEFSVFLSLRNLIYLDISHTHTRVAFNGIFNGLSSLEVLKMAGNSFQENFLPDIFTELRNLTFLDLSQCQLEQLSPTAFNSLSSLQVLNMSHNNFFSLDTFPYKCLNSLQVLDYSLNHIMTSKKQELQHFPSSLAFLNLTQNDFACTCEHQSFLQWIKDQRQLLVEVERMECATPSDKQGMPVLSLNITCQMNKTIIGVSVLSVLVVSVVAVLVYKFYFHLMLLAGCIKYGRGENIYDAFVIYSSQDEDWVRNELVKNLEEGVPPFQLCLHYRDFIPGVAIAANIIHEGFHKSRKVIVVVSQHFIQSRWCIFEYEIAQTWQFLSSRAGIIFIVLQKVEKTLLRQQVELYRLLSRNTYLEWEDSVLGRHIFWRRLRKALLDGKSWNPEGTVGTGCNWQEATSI
Target sequence (Q99836 whole entry, looked up): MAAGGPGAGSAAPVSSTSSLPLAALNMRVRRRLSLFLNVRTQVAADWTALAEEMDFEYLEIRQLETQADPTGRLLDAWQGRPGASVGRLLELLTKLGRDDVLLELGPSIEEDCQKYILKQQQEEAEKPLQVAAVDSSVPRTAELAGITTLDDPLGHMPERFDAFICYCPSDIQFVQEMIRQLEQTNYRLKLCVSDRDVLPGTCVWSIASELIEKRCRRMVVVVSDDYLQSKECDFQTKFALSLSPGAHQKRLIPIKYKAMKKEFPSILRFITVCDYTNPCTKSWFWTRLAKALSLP
G6PDH counter: counter-screen for G6PDH assay hits: L. mesenteroides G6PDH inhibition | 0.12% of 200,000 active | inhibition, % at 5 µM | AID 1020 | Purified L. mesenteroides G6PDH, diaphorase/resazurin coupled fluorescence, 45 min
Diaphorase inh: inhibits diaphorase or chemically oxidizes, flagging diaphorase assay artifacts. 0.69% of 190,000 active. diaphorase resazurin-to-resorufin fluorescence, NADH, 16 min; bacterial (C. kluyveri) enzyme, not human. inhibition, % at 20 µM. AID 1217;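 active = primary screen inhibition at 20 µM above a set limit, cut at about 50% in these data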;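 note: plate controls were DMSO with full reaction for no effect and wells lacking NADH for full effect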
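System: Bacterial diaphorase enzyme (C. kluyveri) | Incubation: 16-min room-temperature incubation before reading | Benchmarks: No-NADH positive control and DMSO neutral control | Measured by: Resorufin fluorescence 544/590 nm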
Hsp70 activator: transcriptional activators of Hsp70; 0.04% of 200,000 active; activation, % at 10 µM; AID 1203; HeLa Hsp70 promoter luciferase reporter, luminescence; scaled: vehicle 0, proteasome-inhibitor control 100%;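 active = activation above the mean across all tested compounds plus 3 SD, cutoff set per campaign, cut at about 5.5% in these data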;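 note: 100% = MG132 at 30 µM as the positive control and 0% = DMSO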
Starred values were filed as active, the others as inactive; / = not tested or not shown. Cut-off read from the data, not from the text of the source, unless noted: active = inhibition above about 50%; inactive = the rest.

SMILES | Diaphorase act | Redox H2O2 prof | S1P3 antagonist | RAM inhibit | PMI act | Lmaj promast | PMI act satM6P | TLR4-MyD88 BLA | G6PDH counter | Diaphorase inh | Hsp70 activator
O=C(NCc1ccco1)c1nn(-c2ccccc2)c(=O)c2ccccc12 | 0.8 | -2.7 | 10.1 | 5.5 | 0.9 | -2.1 | 1 | 17.6 | 6.7 | 18.1 | -0.2
O=C(CSc1nc2c(c(C(F)(F)F)n1)CCc1ccccc1-2)NCc1ccco1 | 0.7 | 0.5 | 4.0 | 7.4 | 1.1 | -3.5 | 0.7 | -13.4 | 11.7 | 27.8 | -0.6
COc1nc(-c2cccs2)cc(-c2ccc(C)cc2)c1C#N | 0.9 | -4.3 | / | 3.3 | 1 | 2.6 | 1 | 5.8 | 4.7 | 6.8 | -0.1
CCOc1cc(/C=N\NC(=O)Cn2nc([N+](=O)[O-])cc2C)ccc1OCc1cccc2ccccc12 | 1 | 0.0 | / | 1.2 | 1 | 17.5 | 1 | -8.7 | 6.2 | 1.2 | -0.2
CN(C)c1ccc(CN(C(=O)COc2ccc(F)cc2)C2CCS(=O)(=O)C2)cc1 (stereo not drawn) | 0.9 | 0.0 | -1.9 | 1.5 | 1 | -4.7 | 1 | -0.8 | 5.8 | 6.9 | -0.6
O=C(COC(=O)CCc1c[nH]c2ccccc12)NCc1ccc(Cl)cc1 | 0.8 | 0.4 | 19.2 | -0.5 | 1 | -3.0 | 0.9 | -0.8 | -3.0 | 18.5 | -0.2
O=C(c1cccn2c(=O)c3cc(Cl)ccc3nc12)N1CCOCC1 | 0.9 | 1.0 | / | -0.4 | 1 | -4.3 | 1 | -1.6 | 8.6 | 8.8 | -0.2
CC(NC(=O)c1ccccc1O)c1ccccc1 (stereo not drawn) | 0.9 | 0.1 | / | -1.6 | 0.9 | 28.8 | 0.9 | 2.7 | -0.1 | 10.7 | -0.1
Cc1ccc(C(=O)N2CCC(C(N)=O)CC2)cc1C | 1 | -1.3 | -29.3 | -0.7 | 0.9 | -7.0 | 1.1 | -3.1 | 23.9 | -1.6 | -0.4
O=[N+]([O-])c1ccc(NCCCN2CCOCC2)c([N+](=O)[O-])c1 | 0.9 | -0.9 | -7.0 | -0.2 | 0.8 | 84.5* | 0.9 | -4.8 | 12.9 | 11.9 | 0.3
COc1cccc(C(=O)N/N=C(/CCC(=O)O)c2ccccc2)c1 | 0.9 | 0.3 | -1.9 | 0.9 | 1 | 40.6 | 1.1 | -7.8 | 6.3 | 12.6 | -0.3
Cc1cc(-c2nnc(CCC(=O)NC(C)c3ccc(F)cc3)o2)no1 (stereo not drawn) | 0.9 | -0.8 | -6.2 | 1.2 | 1.1 | -6.2 | 1 | 13.6 | 6.6 | 10.1 | -0.4
C#CCNC(=O)C1=C[C@@H](c2ccc(C(F)(F)F)cc2)[C@H](CCCO)[C@@H](OCC)O1 | 0.8 | 0.2 | -14.7 | 1.6 | 1 | -3.4 | 1 | -12.4 | -1.2 | 15.4 | 0.2
O=C(c1ccc(S(=O)(=O)N2CCCCC2)cc1)N1CCN(CCN2C(=O)c3cccc4cccc(c34)C2=O)CC1 | 1 | -3.0 | -0.4 | -0.1 | 1.2 | 12.7 | 1.1 | 3.5 | -0.2 | -4.4 | 0.0
CC(=O)c1ccccc1NS(C)(=O)=O | 1.1 | -1.8 | -18.7 | -0.1 | 1 | -12.0 | 1 | 5.7 | 13.2 | -5.5 | 1.2
COc1ccc(Cl)cc1NC(=O)c1ccco1 | 0.9 | 3.5 | -5.4 | 1.8 | 1 | 64.4* | 1 | 8.3 | -0.3 | 5.0 | -0.3
O=C(O)c1ccc(COc2ccc(/C=N/NC(=O)c3cccs3)cc2)cc1 | 0.9 | -3.7 | / | 2.5 | 0.9 | -10.4 | 1 | -19.8 | 4.2 | 11.2 | 0.7
N/C(=N\OC(=O)Cc1ccccc1[N+](=O)[O-])c1ccncc1 | 0.9 | -0.7 | -8.8 | 2.3 | 1.1 | 45.8 | 1 | -3.3 | 0.4 | 7.1 | -0.3
Cc1cc(C)nc(N/C(=N\S(=O)(=O)Cc2ccccc2)Nc2ccc(F)c(Cl)c2)n1 | 0.9 | -0.3 | -5.2 | 0.4 | 0.9 | -9.7 | 1 | -7.7 | 7.2 | 10.5 | -0.4
Cc1ccccc1NC(=O)N1CCc2ccccc2C1 | 0.9 | -0.5 | -6.7 | 0.7 | 0.9 | -4.2 | 1 | -9.4 | 7.8 | 14.5 | -0.1
O=C(CCCCCNC(=O)c1ccccc1)C[N+](=O)[O-] | 0.9 | -0.4 | -10.1 | 1.5 | 0.9 | 0.6 | 0.9 | -3.1 | 2.9 | 14.9 | -0.3
Cc1ccc(C)c(NC(=O)COC(=O)CCc2ccc(S(=O)(=O)N3CCOCC3)cc2)c1 | 0.9 | -0.1 | -11.6 | 4.1 | 1.1 | -3.3 | 1.1 | -8.8 | 2.3 | 6.7 | -0.5
O=S1(=O)N=C(Nc2ccc(N3CCOCC3)c(Cl)c2)c2ccccc21 | 0.9 | -0.9 | 2.1 | 2.0 | 1 | -2.4 | 0.9 | 1.6 | 3.2 | 8.2 | 0.6
CCCCc1ccc(NC(=O)COc2ccc(C(=O)Nc3ccccc3OC)cc2)cc1 | 0.9 | 0.4 | -7.2 | 7.3 | 0.9 | 72.4* | 0.9 | -6.6 | -13.8 | 10.3 | 0.2
Cc1ccc(NC(=O)COC(=O)CCC(=O)c2ccc(Cl)cc2)cc1S(=O)(=O)N(C)C | 0.8 | 0.3 | -17.4 | 10.5* | 0.8 | -2.8 | 0.8 | -5.3 | -26.1 | 22.7 | -0.2
O=C(OC(C(=O)NCc1ccco1)C(OC(=O)c1ccccc1)C(=O)NCc1ccco1)c1ccccc1 (stereo not drawn) | 1 | -0.4 | -0.7 | 6.3 | 1.1 | 2.1 | 1.1 | -14.1 | 5.4 | 4.4 | -0.5
CS(=O)(=O)N(CC(=O)N1CCN(c2cccc(Cl)c2)CC1)C1CCCCC1 | 1 | 2.0 | 2.2 | -0.7 | 0.9 | -3.5 | 0.9 | -8.3 | 4.7 | 3.2 | -0.2
COc1cccc(C2CCCN2Cc2nc(CC3CC3)no2)c1 (stereo not drawn) | 0.9 | -0.4 | -15.3 | 0.3 | 1 | -2.6 | 1 | -6.3 | 3.0 | 9.8 | -0.1
CSc1nc(N(C)C)c2ccccc2n1 | 1 | -0.3 | -28.8 | 0.2 | 1 | 3.8 | 1 | -12.2 | 12.7 | -4.8 | -0.1
COc1ccc(N(CC(=O)Nc2ccccc2C(=O)NCCc2ccccc2)S(C)(=O)=O)cc1OC | 0.9 | 0.2 | / | 2.3 | 0.9 | 90.0* | 1 | -4.4 | 1.9 | 14.7 | -0.2
COC(=O)c1c(C(=O)OC)c(-c2cccc(C)c2)n2c1CS(=O)C2 (stereo not drawn) | 1 | -0.1 | -8.8 | 2.0 | 0.9 | -12.1 | 1 | -9.2 | 7.2 | 4.2 | 0.1
O=C(NCc1cccnc1)c1nc(-c2ccc(C(F)(F)F)cc2)no1 | 1.1 | -0.4 | -14.5 | -0.5 | 1.1 | -0.4 | 1 | -4.0 | -0.4 | -7.8 | -0.1
COc1ccc(C(NC(=O)/C=C/c2ccco2)c2ccc(OC)c(OC)c2)cc1 (stereo not drawn) | 0.9 | -0.3 | 11.7 | 2.7 | 1 | 0.9 | 1.1 | 5.0 | 25.1 | 9.0 | -0.4
CSc1nnc(-c2cccn(Cc3ccccc3)c2=O)o1 | 1 | -2.6 | -13.9 | 1.2 | 1.2 | -7.2 | 1 | 3.3 | 18.3 | 2.5 | 0.6
CCOC(=O)c1c(-c2ccc(C)c(C)c2)csc1NC(=O)C1CC=CCC1C(=O)O (stereo not drawn) | 0.8 | -0.1 | / | 2.8 | 1 | -6.5 | 1 | 2.6 | -2.3 | 18.6 | -0.1
NC(=O)COC(=O)/C=C/c1ccccc1[N+](=O)[O-] | 1 | 0.4 | -3.7 | -0.2 | 1 | -2.4 | 1 | -14.0 | 13.2 | -4.9 | -0.3
CC(C)(C)c1ccc(S(=O)(=O)Nc2ccccn2)cc1 | 0.9 | 0.2 | 2.8 | 2.6 | 1.1 | -7.2 | 0.9 | 4.6 | 13.3 | 8.9 | 0.0
COc1ccc(-c2cc(C(F)(F)F)nc(SCC(=O)NCCCN3CCOCC3)n2)cc1 | 1 | -1.4 | -4.3 | 1.4 | 1 | -1.0 | 1 | 4.7 | 12.6 | 4.1 | 0.0
COc1cc(OC)c(CN2CCC(CO)(CCOc3ccccc3)CC2)c(OC)c1 | 1.2 | 0.6 | -2.0 | 1.6 | 1.1 | 2.2 | 1 | -18.3 | 5.7 | -17.1 | -0.4
C=CCN1C(=O)C2(/C(=C(\O)c3ccc4c(c3)OCCO4)C(=O)C(=O)N2CCCOC)c2ccccc21 (stereo not drawn) | 1 | 0.3 | 10.0 | -0.2 | 1 | 5.3 | 1.1 | -9.9 | 25.2 | -1.7 | -0.2
O=C(Cc1c[nH]c2ccccc12)NCc1ccco1 | 0.9 | -1.1 | -10.7 | 0.9 | 1 | -6.0 | 0.9 | 2.6 | 0.1 | 9.0 | 0.1
Cn1c(=O)[nH]c(=O)c2c1nc(NCCCn1ccnc1)n2CCOc1ccccc1 | 0.9 | 2.3 | -21.7 | 1.1 | 1 | 14.2 | 1 | 1.9 | 5.6 | 12.5 | 0.5

Single records, from the list above. Order of values: Diaphorase act | Redox H2O2 prof | S1P3 antagonist | RAM inhibit | PMI act | Lmaj promast | PMI act satM6P | TLR4-MyD88 BLA | G6PDH counter | Diaphorase inh | Hsp70 activator
COC(=O)c1c(C(=O)OC)c(-c2cccc(C)c2)n2c1CS(=O)C2 (stereo not drawn) as listed: 1 | -0.1 | -8.8 | 2.0 | 0.9 | -12.1 | 1 | -9.2 | 7.2 | 4.2 | 0.1
CSc1nnc(-c2cccn(Cc3ccccc3)c2=O)o1 as listed: 1 | -2.6 | -13.9 | 1.2 | 1.2 | -7.2 | 1 | 3.3 | 18.3 | 2.5 | 0.6
O=C(NCc1cccnc1)c1nc(-c2ccc(C(F)(F)F)cc2)no1 as listed: 1.1 | -0.4 | -14.5 | -0.5 | 1.1 | -0.4 | 1 | -4.0 | -0.4 | -7.8 | -0.1
